ALOX12 inh – inhibitors of human 12S-lipoxygenase ALOX12 | AID 1671190 | purified 12hLO, xylenol orange hydroperoxide absorbance | P18054 | 1.1% of 580,000 active | Potency, µM (top dose mostly 108 µM), for inactives: top-dose activity change, negative = inhibition, hits mostly inhibitors; active = well fitted inhibition curve with a large enough effect; inconclusive = small, poorly fitted or top-dose-only effect, or another doubt; inactive = no such curve, though single readings can be large or run the other way
Target sequence (P18054 whole entry, looked up): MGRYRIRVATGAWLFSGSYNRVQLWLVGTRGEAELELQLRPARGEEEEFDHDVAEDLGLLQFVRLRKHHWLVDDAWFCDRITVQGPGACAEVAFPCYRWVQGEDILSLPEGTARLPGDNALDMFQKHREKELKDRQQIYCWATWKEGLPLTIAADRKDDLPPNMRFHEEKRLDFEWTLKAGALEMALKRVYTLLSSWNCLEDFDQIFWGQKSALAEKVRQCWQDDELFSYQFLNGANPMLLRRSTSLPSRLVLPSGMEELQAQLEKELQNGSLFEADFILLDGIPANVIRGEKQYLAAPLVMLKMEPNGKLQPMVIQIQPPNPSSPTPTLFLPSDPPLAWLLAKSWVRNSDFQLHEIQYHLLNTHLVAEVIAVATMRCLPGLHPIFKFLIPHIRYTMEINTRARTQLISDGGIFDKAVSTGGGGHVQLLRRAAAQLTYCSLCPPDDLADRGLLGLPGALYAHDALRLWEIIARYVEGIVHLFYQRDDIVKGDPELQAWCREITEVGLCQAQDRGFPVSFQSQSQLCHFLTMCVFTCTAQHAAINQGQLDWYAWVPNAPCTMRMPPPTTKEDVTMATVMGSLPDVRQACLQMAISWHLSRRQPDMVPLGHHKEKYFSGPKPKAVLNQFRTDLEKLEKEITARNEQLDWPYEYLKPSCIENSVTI
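Hydroperoxide product was detected by ferrous iron/xylenol orange as the 573 to 405 nm absorbance ratio. Arachidonic acid at 40 uM (final) was turned over for 30 min at room temperature by 150 nM human 12hLO, pH 7.0 Hepes buffer, after 15 min compound preincubation.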
* marks the source's active call; other numbers are inactive results; ? = inconclusive; & = joins results of further samples; [ ] = dose if it differs, or a comment. % is scaled to controls: 0 for no effect and ±100 for the full control effect; potency is read from the fitted curve at half-maximal effect. These rows are one share of the data. The share of hits here may be higher or lower than overall.

structure | ALOX12 inh
COC(=O)C1CCN(Cc2ccc3c(c2)CN(C(=O)C2Cc4ccccc4O2)CCO3)CC1 (stereo not drawn) | 6.9%
CC(=O)c1ccc(OCCCCN2CCCC2)cc1 | -61.9%
CC1CCN(C(=O)c2ccccc2OCC2CCCN(Cc3cncs3)C2)CC1 (stereo not drawn) | 36.5%[activator]
C[C@@H](NC(=O)c1cccnc1)c1onc(-c2cccnc2)c1C(=O)O | ?
COc1cccc(-c2c(NC(=O)c3ccc(Cl)cc3)oc3ccccc3c2=O)c1 | ?
COC(=O)c1ccc(/C=C(/C#N)C(=O)Nc2ccc(N3CCOCC3)cc2)cc1 | ?
O=C(O)CN(CCCc1ccccc1)CC(=O)O | -7.8%
CCCCN1CC(COCc2ccccc2)Oc2cccc(NCc3cc(OC)c(OC)c(OC)c3)c2S1(=O)=O (stereo not drawn) | -36.8%
Cc1ccsc1CN1CCc2[nH]nc(C(=O)N3CCOCC3)c2C1 | 31.5%
Cc1ccccc1OCCC(=O)Nc1cccc2cccnc12 | 2.3%
CC(Sc1ncnc2nc[nH]c12)C(=O)NCCc1ccc(Cl)cc1 (stereo not drawn) | 5.7%
N#C/C(=C/c1ccc(Oc2ccccc2)cc1)c1nc2ccccc2[nH]1 | -62.6%
CCOc1ccc(CC(=O)N2CCC[C@H]2c2nc(-c3ccc(OC)c(OC)c3)no2)cc1 | -0.1%
Cc1noc([C@H]2CCN(S(=O)(=O)c3ccc4c(c3)CCC4)C[C@H]2NC(=O)C2CC2)n1 | 27.7%
CCS(=O)(=O)N1C[C@@H](C(=O)NCc2ccc(C(C)C)cc2)[C@H](c2ccncc2)C1 | 9.3%
CC(C)CCN1CCC2(C1)NC(=O)c1ccccc1CO2 (stereo not drawn) | 44.4%&40.6%[activator][176 µM]
N#CCCn1c(=O)c(-c2ccc(F)cc2)nc2cnc(Oc3ccccc3)nc21 | 172.6%[activator]
Cc1ccccc1S(=O)(=O)N1CCC(c2noc(-c3ccccn3)n2)C1 (stereo not drawn) | 16.7%
COc1ccc(C2=CC(=O)N(CCN)C2)cc1 | ?
CCOC(=O)C1CSCCS(=O)(=O)N1Cc1cccc(Cl)c1 (stereo not drawn) | 9.2%
COc1ccc(N=C/C(C(=O)C(F)(F)F)=C(\O)c2cccs2)cc1 | ?
C=CCn1c(C(=O)NCCCOCC)cc2cc(S(=O)(=O)N(C)C)ccc21 | 6.3%
O=C1CC(c2ccccc2)N(C(=O)Nc2ccccc2F)CCCCCN1 (stereo not drawn) | ?
CC(C)CCNc1nc(C(=O)OCC(=O)NC(=O)NCC(C)C)cs1 | -5.9%
COc1cccc2c1Oc1c(c(=O)n(-c3ccccc3)n1CC(=O)Nc1ccc(F)c(Cl)c1)C2 | ?
CN1[C@@H](CCC(=O)NCc2ccco2)CNC(=O)[C@@H]2[C@H]1CCN2Cc1ccccn1 | 86.9%[activator][176 µM]
N#Cc1ccc(C(=O)N2CCCCCCNC(=O)[C@@H]3CCC[C@@H]32)cc1 | 24.7%
CCOC(=O)/C=C/c1cccc(C)c1O | -5.8%
COc1ccccc1CCc1nc(C2CC(=O)N(c3ccc(F)c(Cl)c3)C2)no1 (stereo not drawn) | -5.2%
Cc1cnc(CNc2ccnc(-c3ccccc3C(F)(F)F)n2)cn1 | -20.2%
O=C(NCc1ccco1)N1c2ccccc2CC1c1nc(C2CC2)no1 (stereo not drawn) | 10.1%
Cc1ccc(C)c(NC(=O)Cn2c(=O)n(-c3ccccc3)c(=O)c3c2cc(C)n3C)c1 | 42.3%[activator]
O=c1c2nc(-c3ccc4c(c3)OCO4)ccc2ncn1-c1ccc(F)cc1F | -15.5%[176 µM]
CSc1ccccc1NC(=O)COC(=O)CNC(=O)CC12CC3CC(CC(C3)C1)C2 | -4.6%
CCOC(=O)NC(CNC(=O)CSc1ccccc1)CC(C)C (stereo not drawn) | ?
C=CCNc1cccc2c1S(=O)(=O)N[C@@H](C)CO2 | ?
COc1cccc(C(=O)N[C@@H]2CN(Cc3cccnc3)C[C@H]2CN(C)C)c1OC | 70.8%[activator]
Cc1cc2c(cc1C)-c1nnnn1C(N1CCCCC1)C(=O)N2 (stereo not drawn) | 7.5%
CC(C)c1noc(-c2cn(C3CCN(C(=O)c4ccc5[nH]ccc5c4)CC3)nn2)n1 | 3.6%
CN(C)CCNC(=O)Cc1c[nH]c2ncc(-c3ccccc3)cc12 | 11.2%[176 µM]
CCOc1ccccc1NC(=O)Cn1nc2n(c1=O)CCCC2 | 28.4%
COc1cccc(Nc2ncc3c(n2)C(C)(C(=O)NC2CCOCC2)CC3)c1 (stereo not drawn) | 13.1%[176 µM]
Cc1ccc(CN2C(=O)COC[C@H]2C(=O)NCc2ccco2)cc1 | 19.2%
O=C(CCCc1ccccc1)NCc1ccccc1 | 9.3%
COc1ccccc1C1(O)CCN(CCCn2c3ccccc3c3ccccc32)CC1 | ?
COc1cccc(N2C(=O)NC(=NC3CCCCC3)C23CCCN(CC2CC2)C3)c1 (stereo not drawn) | 7.6%[6.33 µM]
O=C(NC1CCCCCCC1)c1cc(Sc2cccc(Cl)c2)nc2ccccc12 | 8.5%
Cc1cc(C)c(NC(=O)CN2CCN(C(=O)C3CC3)CC2)c(C)c1 | -0.8%
O=C(NC1CC(=O)N(CCCc2ccccc2)C1)c1ccoc1 (stereo not drawn) | 53.6%[activator]
O=C(NCc1ccccc1)c1cnc2n1CCN(Cc1c[nH]c3ccccc13)CC2 | 14.1%[176 µM]
COCC1CN(C(C)=O)CC12CCN(Cc1cc(Cl)ccc1F)CC2 (stereo not drawn) | ?
CC(C)NC(=O)N1CCC[C@@H](O)[C@H](NC(=O)c2ccc(OCc3ccccc3)cc2)C1 | 48.2%[activator][176 µM]
CCCCN(CCC(=O)NCCCOC)C(=O)c1ccoc1 | 12.1%
O=C(CN1CCN(c2ncncc2-c2nc(-c3ccccc3)no2)CC1)N1CCCCC1 | 65.5%[activator]
CCCc1cc(=O)oc2cc(OC(C)C(=O)NCc3cccnc3)ccc12 (stereo not drawn) | 6.8%
O=C1NCCN2CC3(CCN(C(=O)C4(c5ccccc5)CC4)CC3)CC12 (stereo not drawn) | 123.5%[activator]
CC(C)CCN1C(=O)CC[C@]2(C(=O)NCCc3cccnc3)CCCC[C@@H]12 | 18.5%
CC(C)NC(=O)NC1CC2(CCN(C(=O)CCCN(C)C)CC2)c2ccccc21 (stereo not drawn) | 10.0%[6.33 µM]
c1ccc(C(CNc2ncncn2)N2CCCCCC2)cc1 (stereo not drawn) | -15.7%
O=C(O)COc1ccc(-c2nccc3c2C(=O)N(Cc2cccc(C(F)(F)F)c2)CC(COc2ccc(OC(F)(F)F)cc2)O3)cc1 (stereo not drawn) | ?

Further compounds follow:
smiles	ALOX12 inh
CNc1ccnc(N2CCC(C(=O)O)(n3cnc4ccccc43)CC2)n1	0.2%
Cc1cccc(NC(=O)c2ccc(COc3ccccc3)cc2)c1	19.3%
c1ccc(CN2CCC[C@H]2c2nc(-c3ccc(-n4ccnc4)nc3)no2)cc1	59.4%[activator][176 µM]
Cc1ccccc1-c1cccc(CN2CCOC(CCN)C2)c1 (stereo not drawn)	?
O=C(c1cccnn1)N1CC(F)(F)C[C@H]1c1nc(C2CC2)no1	27.0%
COc1ccc(-n2nc3ccc(NC(=O)c4ccccc4Br)cc3n2)cc1	?
O=C(c1ccc2c(c1)OCO2)N1CCC2(CC1)NC(=O)N(Cc1ccc(F)cc1)C2=O	22.9%
O=C(Nc1ccc2oc(-c3cccnc3)nc2c1)c1ccccc1I	31.7%[activator]
Cc1cccc(C)c1OC(=O)c1ccc(C#N)cc1	?
O=C(N[C@H](C(=O)N1CCC[C@H]1C(=O)NC1CCCC1)c1ccccc1)C1CCCC1	25.5%
Cc1cc(C)c(C(=O)COC(=O)c2ccc(-c3ccccc3)cc2)c(C)c1	?
COc1ccc(Cl)cc1NC(=O)CSc1nc2ccccc2nc1C	-29.1%
Cc1ccc(S(=O)(=O)NCCn2c(C)cnc2C2CCC2)c(C)c1	21.8%
Cc1noc(C)c1CN1CC[C@@H]2OCC(=O)N(Cc3c[nH]c4ccccc34)[C@H]2CC1	12.7%[176 µM]
N#CC1=C(N)OC2=C(C(=O)CC(c3ccc(Cl)cc3)C2)C1c1ccc(Cl)c(Cl)c1 (stereo not drawn)	?
O=C(CCC1CCCC1)N1CCN(CC2CC=CCC2)CC1 (stereo not drawn)	?
CCC1CCc2sc(C(=O)NCc3csc(-c4ccccc4)n3)cc2C1 (stereo not drawn)	?
CCOc1ccc(C(=O)N2CCN(c3cc(-c4ccc(OC)cc4)[nH]n3)CC2)cc1	21.3%
N#C/C(=C/c1cccc(Oc2ccc(Cl)cc2)c1)c1nc2ccccc2[nH]1	-29.2%
O=C(c1ccc(Cl)cc1)N1CCC2(C1)C(=O)Nc1ccccc12 (stereo not drawn)	1.3%[6.33 µM]
CN1CCN([C@H]2CCN(C(=O)NCCc3ccccc3)C[C@H]2CCC(=O)O)CC1	27.4%
O=C(CCc1nnn2c1CN(Cc1ccc(O)c(F)c1)CC2)NCc1ccccc1	5.6%
C#CC(CC)(CC)NC(=O)C1CC(C)=C(C)CC1C(=O)O (stereo not drawn)	4.0%
COc1cc(C(=O)NCC2(c3ccccc3)CC2)cc(Cl)c1OCC(N)=O	-15.5%
O=Cc1cccc(-c2cc(F)cc(F)c2)c1	14.4%[12.5 µM]
O=C(COC(=O)c1cc(=O)c2ccccc2o1)Nc1ccc(Cl)cc1	?
CC(Sc1ccc(Cl)cc1)C(=O)NC1CC2CCC1C2 (stereo not drawn)	-20.8%
O=C(NCc1ccc(F)cc1)c1nc(Cc2c[nH]c3ccccc23)no1	?
COc1cc(C)sc1C(=O)NCC1CCN(c2cnn(C)c(=O)c2)C1 (stereo not drawn)	17.5%
CNc1ccnc(-c2ccccc2C)n1	?
Cc1ccc(OCc2nc(C3CCN(C(=O)Cn4ccnc4)C3)no2)cc1 (stereo not drawn)	66.1%[activator]
CC(C)CNc1nc2c(c(=O)n(Cc3cccc(Cl)c3)c(=O)n2C)n1C	-0.4%
Cc1ccccc1C(=O)NC1CCN(c2cc(-c3ccccc3)[nH]n2)CC1	27.9%
COc1nc2c(cc1CNC(=O)C1CC1(C)C)C(=O)N(C1CCCC1)C2 (stereo not drawn)	-11.4%
CN(CCCC(=O)N1CCc2ccccc2C1)S(=O)(=O)c1ccc(F)cc1	4.3%
COc1ccc(CN2C[C@@H]3C[C@H]2C(=O)Nc2ccccc2O3)cc1	6.2%[176 µM]
COc1cccc(-c2nc(-c3nnn4c3COC(c3ccccc3Cl)C4)no2)c1OC (stereo not drawn)	3.4%
Cc1cccc(C)c1NC(=O)COC(=O)CSc1ccc2ccccc2c1	-25.3%
CC(=O)N1C[C@@H](CO)[C@@H](N(C)C(=O)C(C)(C)C)C[C@H]1c1ccccc1Br	15.1%
C[C@]1(CO)[C@H]2Cc3sc(NC(=O)C4CCC4)nc3[C@@H](CC(=O)NCCN3CCOCC3)[C@]2(C)CC[C@H]1O	65.8%[activator]
Cc1ccc(OCc2cc(=O)n3oc(C)cc3n2)c(NC(=O)COc2cccc(C(F)(F)F)c2)c1	-3.2%
CCN(CC)S(=O)(=O)c1ccc(C)c(N=CN(C)C)c1	34.2%[activator]
O=C(NCCn1ccn2nc(-c3ccc(F)cc3)cc2c1=O)c1cc(Cl)ccc1F	9.4%
O/N=C/c1ccc(OCc2ccc(Br)cc2)cc1	0.9%
O=C1NCCCCCCN(C(=O)Nc2ccccc2)[C@H]2CCCC[C@@H]12	23.8%
O=C(Nc1ccc([C@H]2OCC(=O)N(Cc3ccc(F)cc3)[C@@H]2CO)cc1)c1cnccn1	11.6%
N#Cc1ccc(NCCc2cccc3cccnc23)nc1	-4.7%
CC(C)c1nc2c(c(-c3ccc(O)cc3)n1)CN(Cc1ccsc1)CC2	?
COC(=O)[C@H]1CCCN1C(=O)[C@@H]1C[C@H](NC(=O)Nc2ccc(F)cc2F)CN1C(=O)CSC	-6.2%
C[C@@H]1CN(C(=O)c2cnc3sccn3c2=O)C[C@@]1(O)C1CCC1	79.0%[activator]
O=C(Nc1ccc(C2(C(=O)N3CCN(c4ccccn4)CC3)CCCCC2)cc1)C1CC1	38.7%
O=C(c1ccc(C(F)(F)F)cc1)N1CCN(C/C=C/c2ccccc2)CC1	9.4%
COc1ccc(S(=O)(=O)Nc2ccc3c(c2)N(C(=O)c2cccnc2)CC3)c(OC)c1	?
COCCN1C(=O)CS(=O)(=O)C12CCN(C(=O)c1ccc(C)c(F)c1)CC2	-10.5%
N#Cc1ccccc1COC(=O)c1cccc(OC(F)F)c1	-25.3%
CC(=O)/C=C(/NCc1ccccc1)C(F)(F)F	5.3%
COc1cc(C(C)=O)ccc1OCc1c(F)cccc1Cl	31.7%
COc1ccccc1C(=O)Nc1ccccc1C(C)C	-5.7%

Another view of part of the listing above.
ALOX12 inh	structure
0.9%	O/N=C/c1ccc(OCc2ccc(Br)cc2)cc1
23.8%	O=C1NCCCCCCN(C(=O)Nc2ccccc2)[C@H]2CCCC[C@@H]12
11.6%	O=C(Nc1ccc([C@H]2OCC(=O)N(Cc3ccc(F)cc3)[C@@H]2CO)cc1)c1cnccn1
-4.7%	N#Cc1ccc(NCCc2cccc3cccnc23)nc1

Of the compounds above, these contain a thiophene ring, fused or not.
smiles	ALOX12 inh
Cc1ccsc1CN1CCc2[nH]nc(C(=O)N3CCOCC3)c2C1	31.5%
COc1ccc(N=C/C(C(=O)C(F)(F)F)=C(\O)c2cccs2)cc1	?
CCC1CCc2sc(C(=O)NCc3csc(-c4ccccc4)n3)cc2C1 (stereo not drawn)	?
COc1cc(C)sc1C(=O)NCC1CCN(c2cnn(C)c(=O)c2)C1 (stereo not drawn)	17.5%
CC(C)c1nc2c(c(-c3ccc(O)cc3)n1)CN(Cc1ccsc1)CC2	?

High-throughput results (PubChem BioAssay)
